# HGIII-sPLA2 inh = Inhibits HGIII-sPLA2 liposome hydrolysis, primary screen; Q9NZ20; QFRET BODIPY PC-A2 liposome hydrolysis, fluorescence; inhibition, % at 12.2 µM; 0.56% of 370,000 active; AID 743126;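 active = inhibition above mean plus 3 SD of compounds lying within the high and low control bounds, cut at about 19% in these data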;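 note: 0% = median of test compound wells and 100% = no enzyme DMSO wells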
# DAX1 inh-1 = inhibitors of human orphan nuclear receptor DAX1 (NR0B1); P51843; HEK293 Gal4-DAX1 luciferase reporter, luminescence; inhibition, % at 6.75 µM; 0.99% of 340,000 active; AID 504766;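 active = inhibition above the mean over all tested compounds plus 3 SD, cut at about 4.2% in these data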;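 note: 0% = DAX1-transfected cells with DMSO and 100% = empty-vector control cells with DMSO; inhibition shows as a rise in luminescence from relieved DAX1 repression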
# Target sequence (P51843 207-470 limits assumed): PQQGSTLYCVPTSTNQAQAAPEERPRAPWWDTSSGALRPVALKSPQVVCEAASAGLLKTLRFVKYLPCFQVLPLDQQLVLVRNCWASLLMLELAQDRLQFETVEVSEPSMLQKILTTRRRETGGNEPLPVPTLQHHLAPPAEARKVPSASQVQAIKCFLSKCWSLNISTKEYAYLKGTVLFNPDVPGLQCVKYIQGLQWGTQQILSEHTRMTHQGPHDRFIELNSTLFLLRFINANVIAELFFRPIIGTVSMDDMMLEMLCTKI
# SMARCA2 act = SMARCA2 function activation, primary screen. MG213 cells, MMTV-luciferase reporter, dexamethasone, overnight. activation, % at 9.1 µM. 1% of 370,000 active. AID 652017; in the data active = activation above about 7.8%;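 note: 0% = vehicle wells and 100% = reference activator wells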
# GC-A act = GC-A (human) enzyme activation; P16066; HEK293 GC-A cells, cGMP TR-FRET, EC30 ANP; 0% at EC30 ANP, 100% saturating ANP; activation, % at 10 µM; 0.14% of 370,000 active; AID 1671463; in the data active = activation above about 40%
# hcDAF12 agonist = H. contortus DAF-12 activation, primary screen; activation, % at 6.8 µM; 1.4% of 370,000 active; AID 652067; HEK293 hcDAF-12 lit1-tk-luc reporter, luminescence; 0% DMSO, 100% Δ7-dafachronic acid;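 active = activation above the mean of all tested compounds plus 3 SD, cut at about 5.5% in these data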;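 note: 100% = response to 3 µM Δ7-dafachronic acid high control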
# GC-B act = GC-B (human) receptor activation; activation, % at 10 µM; P20594; 0.11% of 370,000 active; HEK293-GC-B cells, CNP EC30, cGMP TR-FRET; 0% at EC30 CNP, 100% saturating CNP;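 active = activation at 10 µM reaching about 35% in either raw or pattern-adjusted values, limit read from the data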
# DAX1 inh-2 = inhibitors of DAX1 repression of SF-1 activated StAR promoter; 1.1% of 370,000 active; AID 652010; HEK293T StAR-luciferase reporter, SF-1/DAX-1 repression relief; inhibition, % at 6.8 µM;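 active = inhibition above the mean over all tested compounds plus 3 SD, cut at about 3.6% in these data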;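 note: 0% = DAX-1 cells with DMSO and 100% = cells lacking DAX-1 with DMSO; higher inhibition means more luminescence from relief of DAX-1 repression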
# GAA850 FXN act = frataxin GAA850 promoter activation; HEK293 lucGAA850 FXN promoter luciferase reporter, 24 h; percent of 10 µM SAHA response; activation, % at 6 µM; 0.56% of 360,000 active;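 active = activation above the average of all compounds screened plus 3 SD, cutoff fixed separately per campaign, cut at about 7.5% in these data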;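 note: 0% = DMSO wells and 100% = 10 µM SAHA wells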
# ADAM10 inh = inhibits human ADAM10; inhibition, % at 7 µM; 0.62% of 370,000 active; recombinant ADAM10, EDANS/DABCYL FRET peptide cleavage, 3 h;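 active = inhibition above a per-campaign cutoff equal to the mean of compounds falling between control-based bounds plus 3 SD, cut at about 20% in these data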;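 note: 0% = DMSO wells while the 100% control is not disclosed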
# Target sequence (O14672 214-748 limits assumed): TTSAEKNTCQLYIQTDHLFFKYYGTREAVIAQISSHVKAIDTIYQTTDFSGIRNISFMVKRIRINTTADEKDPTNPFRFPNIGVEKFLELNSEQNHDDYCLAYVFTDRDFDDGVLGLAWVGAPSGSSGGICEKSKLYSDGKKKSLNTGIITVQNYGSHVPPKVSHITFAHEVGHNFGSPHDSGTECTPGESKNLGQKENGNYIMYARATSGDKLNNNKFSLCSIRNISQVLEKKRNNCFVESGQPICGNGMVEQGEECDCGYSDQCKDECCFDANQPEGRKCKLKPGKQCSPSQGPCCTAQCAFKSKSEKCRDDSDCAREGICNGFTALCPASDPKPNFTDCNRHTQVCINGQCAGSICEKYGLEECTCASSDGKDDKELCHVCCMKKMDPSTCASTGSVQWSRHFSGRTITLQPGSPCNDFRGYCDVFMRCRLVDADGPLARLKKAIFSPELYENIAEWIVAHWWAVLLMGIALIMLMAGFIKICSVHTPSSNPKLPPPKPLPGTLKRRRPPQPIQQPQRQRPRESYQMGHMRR
# ssDAF12 agonist = activators of S. stercoralis DAF-12 nuclear receptor. HEK293 ssDAF-12/GRIP1 lit1-tk-luc reporter, luminescence; % of 3 µM dafachronic acid response. 1% of 370,000 active. activation, % at 6.8 µM;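 active = activation above the mean over all tested compounds plus 3 SD, cut at about 0.9% in these data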;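 note: 0% = DMSO-only wells and 100% = 3 µM delta7-dafachronic acid wells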
# hgDAF12 agonist = hgDAF-12 agonism, primary luciferase screen. activation, % at 6.8 µM. 1.8% of 370,000 active. HEK293 GAL4-hgDAF12 UAS-luciferase reporter, agonist luminescence; normalized to butyrate control. AID 687014;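 active = activation above a cutoff set at the mean of all screened compounds plus 3 SD, cut at about 10% in these data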;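 note: 0% = DMSO wells and 100% = sodium butyrate wells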
# * = called active by the depositor; i = inactive; x = not tested or not shown.
no.	smiles	HGIII-sPLA2 inh	DAX1 inh-1	SMARCA2 act	GC-A act	hcDAF12 agonist	GC-B act	DAX1 inh-2	GAA850 FXN act	ADAM10 inh	ssDAF12 agonist	hgDAF12 agonist
1	C/C(=N\NC(=O)CNc1cccc2ccccc12)c1ccccc1	-2	2.9	1	-5	2.7	7	-0.8	0.1	i	-0.7	0.3
2	OC(c1ccc(Cl)c(Cl)c1)c1ncc(-c2ccc(Cl)cc2)[nH]1 (stereo unspecified)	-10	x	-4	-5	-0.9	-2	-1.0	-2.3	11	-0.9	1.7
3	O=C(C(=O)N1CCN(S(=O)(=O)c2ccccc2)CC1)c1cccc(C(F)(F)F)c1	-4	x	1	1	-2.2	1	0.1	x	7	-1.5	1.4
4	COc1ccc(C(C#N)=Cc2ccc(OC)c(OC)c2)cc1	-2	-0.8	6	0	-0.7	-2	0.1	3.2	-14	-1.1	7.7
5	COc1ccc(-c2c(C(F)(F)F)nn(C)c2NC(=O)c2ccco2)cc1	-10	3.0	-1	-3	0.1	-5	-0.3	-0.5	2	-1.2	-2.8
6	O=C(COC(=O)c1ccc[nH]c1=O)NC1CCCCCCC1	3	-0.3	0	-1	-2.4	2	-0.6	-0.5	1	-2.4	-5.3
7	CCCc1nnc(NC(=O)Cn2cnc3ccccc3c2=O)s1	4	-0.2	0	-2	0.2	1	-0.2	0.1	3	-1.9	0.2
8	COc1ccc2c(C=O)c[nH]c2c1	-1	-0.8	0	-2	4.6	5	-1.0	-0.7	0	0.3	1.0
9	Cc1ccc(NC(=O)C2=C(O)c3sccc3N(C)S2(=O)=O)cc1	-9	-0.3	4	0	0.4	0	-0.1	0.5	-5	-0.9	4.7
10	Nc1ncc2c(n1)CC(c1ccco1)CC2=O (stereo unspecified)	6	-0.5	0	-3	0.3	-3	-0.4	0.4	-11	-1.0	-1.0
11	COc1ccc(CNC(=O)CNC(=O)[C@@H]2Cc3ccccc3CN2)cc1	2	-0.1	1	0	-1.9	0	0.1	1.0	1	-0.2	2.3
12	COc1ccc2cc(C(=O)N/N=C/c3sc4ccccc4c3O)ccc2c1	21*	0.4	-1	-2	2.6	-13	-0.3	2.7	-12	-0.5	3.2
13	CCOc1ccc(-c2nnn(CC(=O)N3CCCC(C)C3)n2)cc1 (stereo unspecified)	4	-0.3	0	3	0.2	1	0.0	-1.8	-7	-1.3	-0.7
14	Cc1nc(N2CCc3ccccc3C2)[nH]c(=O)c1Cc1ccccc1	1	0.6	5	0	-0.6	1	0.1	0.3	9	-1.1	0.3
15	COc1cccc(-c2nc(-c3cccs3)no2)c1	-2	3.1	7	2	15*	-7	5.3*	4.0	3	4.0*	26*
16	CCOc1ccc(N2Cc3ccccc3C2)cc1	-6	0.3	4	-2	3.7	0	-0.2	2.6	0	-0.1	6.5
17	O=C(c1ccc(-c2nc3ccccc3s2)o1)N1CCN(c2ccccc2O)CC1	-13	-0.7	0	1	6.8*	-1	0.2	1.2	-9	-0.5	2.8
18	C=CCn1cnc2c(NCc3ccccc3)ncnc21	-6	1.2	3	5	1.4	15	0.5	4.7	0	-1.2	4.9
19	Cc1ccc(C(=O)N2CCN(c3ncccn3)CC2)o1	4	0.3	0	-1	-1.4	3	0.8	-2.2	2	-1.0	0.5
20	Cc1ccc(C(c2nnnn2C(C)(C)C)N2CCN(C3CCCC3)CC2)cc1 (stereo unspecified)	-5	1.7	-2	-5	-1.0	-3	1.0	-1.7	-5	-1.7	-1.0
21	COc1ccc(/C(C)=N/NC(=O)c2nnn(-c3nonc3N)c2-c2ccccc2)cc1	-10	-1.3	-5	-9	-1.3	-8	0.3	-1.9	19	-0.4	-0.8
22	O=C(Nc1cccnc1)c1cccc([N+](=O)[O-])c1	2	0.7	-2	1	-0.6	1	-0.7	-0.4	-2	-1.3	0.4
23	Cc1cc(-c2cc(C)c(N)cc2C)c(C)cc1N	10	-0.7	-1	-4	1.3	4	-0.4	0.9	1	0.0	2.7
24	CCCNC(=O)COC(=O)c1ccccc1OCc1ccc(Cl)cc1	-5	-1.2	-2	-4	-0.4	-1	0.1	1.0	5	-0.6	0.0
25	Cc1ccc(C(=O)NNC(=O)C2CCN(C(=O)OC(C)(C)C)CC2)cc1	-5	0.2	-2	6	-0.1	5	0.1	-0.8	-2	-0.6	-0.1
26	Cc1cccc2cc3c(N)c(C(=O)Nc4ccc(N5CCOCC5)cc4)sc3nc12	3	-0.6	0	1	-1.4	-2	0.0	1.7	0	-1.6	-2.0
27	Cc1onc(-c2ccccc2)c1NC(=O)OC(C)c1cccnc1 (stereo unspecified)	-2	0.9	-3	0	0.2	4	0.0	-2.9	4	-0.9	0.3
28	O=Cc1cn(CC(=O)N2CCc3ccccc32)c2ccccc12	-7	-0.6	-3	-1	-1.1	-3	0.8	0.2	-3	-1.7	-0.8
29	CN1C(=S)N(c2ccccc2)C(=O)/C1=C/c1ccco1	-3	0.0	2	4	-0.2	-2	-0.7	1.7	-1	-1.5	4.5
30	N#CC(c1ccccc1)C(CC(=O)c1ccccc1)c1ccccc1 (stereo unspecified)	3	1.1	2	-6	-1.2	3	-0.8	-0.9	0	-0.8	-0.9
31	Cc1nc2cc(-c3ccccc3)ccc2o1	-6	-0.4	0	4	-2.4	-11	-0.2	0.4	1	-1.1	3.7
32	COc1cc(/C=C/C(=O)OCC(=O)N(C)C2CCS(=O)(=O)C2)ccc1OC(F)F (stereo unspecified)	6	0.4	-2	3	-0.5	2	0.1	1.7	-47	-0.9	0.1
33	O=C(NC1CCCC1)c1cc2nc(-c3ccco3)cc(C(F)(F)F)n2n1	10	-1.4	-4	-3	-0.4	5	-0.5	0.2	-116	-1.6	-1.3
34	Cc1cc(C)c2c(C)c(C(=O)NCc3ccc(S(N)(=O)=O)cc3)oc2c1	1	0.8	-2	-8	-2.3	-4	0.0	2.9	-1	-1.9	-3.8
35	Cc1cc(NC(=O)COC(=O)c2ccc(Cl)cc2)no1	4	1.2	-2	0	1.5	-1	-0.6	-2.1	-8	-1.0	1.1
36	O=C(Cc1ccccc1)NC1c2ccccc2-c2ccccc21	-5	0.6	-1	-4	-1.6	7	0.5	-0.3	4	-1.8	1.0
37	COC(=O)/C(=N/Nc1ccccc1)N1CCCc2ccccc21	5	-1.2	3	-4	0.4	-10	-0.3	-0.5	6	-1.7	-1.7
38	COc1ccc(OC)c(NC(=O)CCN2CCN(c3ccccc3F)CC2)c1	-1	-1.2	-3	0	-0.4	-1	-0.5	1.2	-11	-1.6	-1.3
39	CCOc1cc(NC(=O)c2ccco2)c(OCC)cc1NC(=O)c1ccco1	-6	1.1	0	-3	-1.5	-5	0.1	-0.5	-5	-1.1	2.9
40	COc1ccc(CCNC(=O)CCSc2nc(-c3ccco3)cc(C(F)(F)F)n2)cc1	-1	0.5	0	-11	0.0	-11	-0.2	2.0	1	-1.7	-0.2
41	O=C1COc2ccc(S(=O)(=O)N3CCC(C(=O)NCc4ccccc4)CC3)cc2N1	-3	1.3	-2	-1	-0.6	1	0.3	-0.8	-6	-1.2	2.1
42	C=CCSc1nc2ccccc2n1C(=O)/C=C/c1cc(OC)c(OC)c(OC)c1	3	-3.9	-9	13	-0.1	9	-1.5	-19	-10	-0.5	-4.2
43	Cc1ccc2c(c1)N(C(=O)CCC(=O)NCc1cccnc1)CCO2	4	0.6	-1	5	-0.5	-2	0.5	0.5	-7	-1.3	3.0
44	O=C(NC1C/C(=N/O)c2cc3c(cc21)OCO3)C(F)(F)F (stereo unspecified)	9	-0.6	-3	2	-0.3	-1	-0.2	-0.7	5	-1.4	-0.4
45	COc1ccc(CNC(=O)CCC(=O)N2CCN(C(C)=O)CC2)cc1	1	0.4	-2	-3	-1.1	-5	-0.1	-1.6	1	-0.7	1.4
46	CC(C)c1onc(C(=O)NCc2ccccc2)c1[N+](=O)[O-]	13	0.6	0	3	0.1	3	-0.6	0.2	-5	-1.1	0.7
47	N#CC1(NC(=O)CSc2nc3ccc([N+](=O)[O-])cc3s2)CCCCC1	-6	-0.2	-1	0	0.1	3	-2.3	0.5	1	-1.3	-2.2
48	CCn1c(C)c(Br)c(=O)c(C(=O)OC)c1-c1ccc(Cl)cc1	8	-0.1	-2	2	2.2	0	-0.3	1.3	-2	-0.9	2.5
49	CC(C)(C)NC(=O)/C(=C\c1ccco1)NC(=O)c1ccco1	4	2.1	-1	-5	-1.3	1	-0.1	-2.8	-10	-0.8	-0.3
50	Cn1cc(CN2CCC(N3CCNC(=O)CC3)CC2)c(-c2ccccc2F)n1	2	-1.0	-4	3	-0.5	0	-0.5	2.5	-3	-1.6	-3.5
51	O=C(CCNC(=O)C1CCN(S(=O)(=O)c2ccc(F)cc2)CC1)Nc1nccs1	0	0.4	2	4	-1.3	1	0.0	0.0	-3	-0.8	-2.4
52	O=C1/C(=C/c2ccccc2)SC(=S)N1CC(=O)N1CCCCC1c1cccnc1 (stereo unspecified)	-3	-0.9	2	2	-1.5	-1	0.4	-1.1	15	-1.4	0.1
53	C[C@@H]1CN([C@@H](C)CO)C(=O)CCCn2cc(nn2)CO[C@H]1CN(C)S(=O)(=O)c1cn(C)cn1	5	0.9	2	1	-0.6	-4	1.0	3.4	-10	-1.0	-1.3
54	Cc1c(C)c2c(C)nn(-c3ccccc3)c2[nH]c1=O	2	0.7	-1	10	3.0	12	0.1	-0.3	-3	-1.2	3.8
55	COC(=O)Cc1cc(=O)[nH]c(/N=C(\N)Nc2ccc(C)cc2C)n1	-32	0.0	-1	-1	-0.1	-3	-0.2	3.6	-4	-1.1	1.5
56	COc1ccccc1OCCNC(=O)CNC(=O)c1ccc2c(c1)OCO2	4	0.3	-2	4	0.6	-2	2.3	0.2	-5	-0.9	-0.8
57	COc1ccc(/C=C(\C#N)C(=O)N2COCC2(C)C)cc1	5	0.4	-1	4	-0.3	-2	0.3	1.1	7	-1.0	-1.1
58	O=C(c1ccc(-c2ccccc2)cc1)C1CCCN(Cc2ccncc2)C1 (stereo unspecified)	-19	-0.9	-4	-3	-1.7	-3	-1.3	2.6	6	-1.6	-4.4
59	Cn1cc(C=C2C(=O)CC(C)(C)CC2=O)c2ccccc21	-3	-1.7	1	4	1.4	-1	-0.1	0.5	-11	1.3*	2.0
60	CC(C)(C)c1ccc(C(=O)NCCOc2ccccc2)cc1	-10	-5.1	-1	2	-1.1	0	0.5	-7.5	1	-0.8	1.5
61	COc1ccc(/C=c2/sc3n(c2=O)NC2(c4ccccc4)N(C)C(=O)N(C)C2(c2ccccc2)N=3)cc1 (stereo unspecified)	11	-0.4	-3	1	0.2	8	-0.3	0.4	-4	-1.2	-1.3
62	CC(CCc1ccccc1)NC(=S)NC1CCCCC1 (stereo unspecified)	13	-0.2	-3	1	-1.0	2	0.1	0.1	6	-1.6	2.4
